Assay outcomes deposited in PubChem by several laboratories.
PPC-1+TRAIL kill – compounds killing PPC-1 cancer cells with TRAIL present, primary screen, TRAIL potentiator project, ATPLite luminescence, uHTS. AID 1443, 2008. 220,000 compounds, 0.41% hits. cell killing (% activity), % at 4 µM. PPC-1 cells + TRAIL, ATPLite viability luminescence;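 active means cell killing above 50% in the first pass at 4 µM, then a duplicate retest at 5 µM averaging 50% or more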;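 further: plate controls were cells with TRAIL plus DMSO for no effect and medium-only wells lacking cells for full effect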
CHOP inhibitor – inhibitors of CHOP promoter induction, primary screen, cell-based, unfolded protein response, luciferase reporter; inhibition, % at 10 µM; 220,000 compounds, 3.8% hits; CHO-K1 CHOP-promoter luciferase, tunicamycin-induced, 15-18 h;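 active means compounds that reduced the stress-induced luciferase reporter signal by more than about 70% of percent inhibition, limit read from the data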;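 further: 0% = tunicamycin plus vehicle and 100% = wells without tunicamycin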
RBBP9 inh – human RBBP9 inhibitors, primary screen, biochemical, fluorescence polarization, FP-Rh probe, HTS; Serine hydrolase RBBP9 (Homo sapiens), O75884; recombinant RBBP9; inhibition, % at 7.94 µM; 220,000 compounds, 0.2% hits; AID 1515, 2009;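 active means inhibition above the campaign mean of all tested compounds plus 3 SD, cut at about 14% in these data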;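 further: plate controls were DMSO wells with RBBP9 for no effect and wells lacking RBBP9 protein for full effect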
Target sequence (O75884 whole entry, looked up): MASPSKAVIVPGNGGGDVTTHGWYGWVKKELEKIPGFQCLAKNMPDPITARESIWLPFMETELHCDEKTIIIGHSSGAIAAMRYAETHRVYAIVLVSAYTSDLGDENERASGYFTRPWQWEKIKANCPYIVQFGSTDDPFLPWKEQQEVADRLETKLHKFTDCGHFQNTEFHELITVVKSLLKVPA
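Test system: recombinant human RBBP9. Quantity: 2.5 µM RBBP9 dispensing solution, before mixing. Detection: FP readout at 525/598 nm. Reagent: Serine-hydrolase probe FP-Rh, 375 nM pre-mixing. Measure: % inhibition. Control set: DMSO-treated enzyme wells and wells lacking RBBP9. Buffer or medium: Tris-NaCl-Pluronic buffer, pH 8.0. Times: preincubation 30 min plus labeling 45 min at 25 °C.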
Wee1 stabilizer – Wee1 degradation inhibitors, primary screen, cell-based, HeLa, Wee1K328M-luciferase, luminescence. HeLa Luc-Wee1K328M stability; 100% = proteasome inhibitor MG132 effect. Wee1-like protein kinase (Homo sapiens), P30291. reporter increase, % at 5 µM. 220,000 compounds, 1.2% hits;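 active means activation above the mean of all tested compounds plus 3 SD, set per screening run, cut at about 8.8% in these data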;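 further: cells exposed to compound for 20 h before luminescence read; 0% = DMSO alone and 100% = MG132 at 30 µM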
Target sequence (P30291 whole entry K328M): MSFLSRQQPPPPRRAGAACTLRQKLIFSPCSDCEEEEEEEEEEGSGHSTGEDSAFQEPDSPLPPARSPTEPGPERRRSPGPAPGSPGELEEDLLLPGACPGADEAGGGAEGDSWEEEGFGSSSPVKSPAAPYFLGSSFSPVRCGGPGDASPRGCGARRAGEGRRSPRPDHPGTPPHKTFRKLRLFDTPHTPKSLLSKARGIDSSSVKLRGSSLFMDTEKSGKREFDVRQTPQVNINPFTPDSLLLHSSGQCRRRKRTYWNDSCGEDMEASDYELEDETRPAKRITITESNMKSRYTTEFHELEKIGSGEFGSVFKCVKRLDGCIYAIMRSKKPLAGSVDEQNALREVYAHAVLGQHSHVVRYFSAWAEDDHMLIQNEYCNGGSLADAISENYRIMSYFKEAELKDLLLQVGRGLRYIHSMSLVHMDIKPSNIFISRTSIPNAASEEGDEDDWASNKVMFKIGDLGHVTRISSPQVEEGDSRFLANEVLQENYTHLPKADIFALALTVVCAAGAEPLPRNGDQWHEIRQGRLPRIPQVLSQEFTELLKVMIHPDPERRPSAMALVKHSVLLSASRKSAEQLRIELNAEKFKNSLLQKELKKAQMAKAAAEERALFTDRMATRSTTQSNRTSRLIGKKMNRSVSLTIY
Ba/F3 V617F tox – reduced viability of JAK2V617F-dependent Ba/F3 cells, primary screen, JAK2V617F inhibitor project, cell-based, Ba/F3 EpoR-JAK2V617F, luminescence. ATP luminescence. inhibition, % at 5.6 µM. 220,000 compounds, 1.1% hits;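 active means inhibition above the campaign mean plus 3 SD over all tested compounds, cut at about 24% in these data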;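 further: cytokine-independent growth of Ba/F3 cells driven by EpoR plus mutant JAK2; 0% = DMSO-treated cells and 100% = JAK inhibitor I control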
BaF3 parental – parental Ba/F3 cell viability inhibition, counter-screen for JAK2V617F inhibitor project, murine pro-B, CellTiter-Glo luminescence. 220,000 compounds, 1.1% hits. AID 1486, 2009. inhibition, % at 5.6 µM. CellTiter-Glo ATP luminescence;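 active means inhibition above a per-campaign cutoff, the mean inhibition of all tested compounds plus 3 SD, cut at about 27% in these data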;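 further: 0% = DMSO wells and 100% = JAK Inhibitor I control wells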
TRPML3 agonist – human TRPML3 channel agonists, primary screen, cell-based, HEK293 TRPML3-YFP, Fluo-8 calcium fluorescence, 3 µM; Mucolipin-3 (Homo sapiens), Q8TDD5; 100% = the carbachol control signal; activation, % at 3 µM; 220,000 compounds, 0.29% hits; AID 1448, 2008;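 active means activation above its plate's cutoff, the mean activation of the plate's test wells plus 3 SD, cut at about 12% in these data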;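 further: 0% = DMSO only wells and 100% = carbachol wells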
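Test system – HEK293 line with stable expression of human TRPML3-YFP channel · Control set – carbachol 87 µM final as high control (100%), DMSO as low control (0%) · Signal – Fluo-8 calcium dye fluorescence, ex 470-495, em 515-575 nm · Incubation – 1-h 37 °C dye load, 5-s basal, 120-s post-compound reads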
zfTRPN1 agonist – zebrafish TRPN1 channel agonists, primary screen, cell-based, HEK293, calcium fluorescence; transient receptor potential cation channel N1 (TRPN1/NompC), Danio rerio; HEK293 zebrafish TRPN1-YFP, Fluo-8 calcium fluorescence; 100% = response to 87 µM carbachol; activation, % at 3 µM; 220,000 compounds, 0.18% hits; AID 1424, 2008;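 active means activation above its plate's cutoff, the mean activation of test wells on that plate plus 3 SD, cut at about 19% in these data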;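 further: 0% = DMSO alone and 100% = 87 µM carbachol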
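System: zebrafish TRPN1-YFP in HEK293 cells / Dosing: 3 µM single point / Timing: dye loading 1 h at 37 °C, then 30 min room temperature / Signal: Fluo-8 calcium fluorescence, excitation 470-495 nm, emission 515-575 nm / Read-out basis: percent activation from peak over basal fluorescence ratio, control-normalized / Control set: high carbachol 87 µM, low DMSO alone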
TNF death inh – inhibitors of TNF-alpha triggered necroptosis, primary screen, cell-based, Jurkat FADD-/-, single concentration | 220,000 compounds, 0.068% hits | AID 463075, 2010 | activation (protection from cell death), % at 10 µM | Jurkat FADD-/- TNF necroptosis rescue, ATP luminescence, 24 h; 0 = TNF only, 100 = no-TNF cells;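 active means activation, meaning protection from cell death, of at least 50% relative to plate controls; inactive means activation below 50%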;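 further: necroptosis triggered by 40 ng/mL TNF-alpha added together with compound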
The depositor's hits bear a star; & = joins results of further samples.

canonical_smiles	PPC-1+TRAIL kill	CHOP inhibitor	RBBP9 inh	Wee1 stabilizer	Ba/F3 V617F tox	BaF3 parental	TRPML3 agonist	zfTRPN1 agonist	TNF death inh
CCCC(=O)C1=C(O)C(C(=O)OC)C(C)(C)CC1=Nc1ccccc1 (centres undefined)	34.2	57.0	-1.7	2.3	0.1	7.3	-0.4	-0.3	-0.2
O=C(NCc1ccco1)c1ccc(N2CCOCC2)c([N+](=O)[O-])c1	-4.2	-13.0	-9.9	4.7	4.0	4.4	0.5	0.8	0.9
CC(Sc1nnc2ccccn12)C(=O)Nc1ccc2c(c1)OCCO2 (centres undefined)	22.1	6.3	1.9	-0.1	-1.8	6.5	0.4	0.4	0.3
O=C(CN1C(=O)c2ccccc2C1=O)Nc1ccccc1C(=O)N1CCCC1	19.2	-12.2	-1.0	1.6	-1.6	4.2	0.7	-0.3	-2.1
CC(=O)c1ccc2c(c1)Nc1ccccc1S2	-17.8	45.2	1.6	2.0	5.0	12.2	0.4	2.5	-1.3
COCCNC(=O)CN1CCC(NC(=O)C(C)(C)C)CC1	-35.7	17.3	-1.0	0.8	0.1	1.5	-0.1	-0.2	-1.3
c1ccc(C2CN3CCSC3=N2)cc1 (centres undefined)	9.1	13.6&-4.3	-0.3	-1.7	-1.5	3.0	0.1	-0.1	0.7
COc1cccc(NC(=O)c2ccc(-c3ccccc3[N+](=O)[O-])o2)c1	28.6	6.8	-5.1	1.9	-4.3	-3.3	-0.1	0.2	2.7
CC(C)C(c1nnnn1Cc1ccc(F)cc1)N1CCN(C2CCCCC2)CC1 (centres undefined)	-5.2	-9.6	1.6	4.1	1.0	1.7	-0.5	0.2	0.5
CCOc1ccc(C(=O)NC2CCN(C(=O)NCc3ccccc3)CC2)cc1	6.2	-26.7	0.1	-2.1	-0.6	3.1	-0.3	-0.4	1.4
CC(=O)Oc1ccc(N(C(C)=O)S(=O)(=O)c2cc([N+](=O)[O-])ccc2C)cc1	4.2	6.1	-4.8	-1.3	-1.5	2.8	0.3	1.2	0.1
N#Cc1c(/N=C\c2ccc(O)c([N+](=O)[O-])c2)sc2c1CCCC2	16.1	15.8	-10.5	-1.5	-0.9	0.5	0.3	0.1	0.0
CCOc1ccccc1NC(=O)NC(=O)N(C)S(C)(=O)=O	-29.3	8.3	-9.0	-1.2	2.4	0.8	0.6	0.1	0.3
O=S(=O)(Nc1ccc(-c2nc3cccnc3s2)cc1)c1ccc(Cl)s1	0.5	38.6	-5.4	-3.0	-1.1	4.5	0.0	0.8	0.3
CCOc1ccc(CSCCNC(=S)Nc2ccc(OC)cc2)cc1	4.7	26.2	0.3	5.7	-0.7	-4.0	-1.7	-1.3	-8.9
Cn1cc(S(=O)(=O)N2CCC3(CC2)OCCO3)c(=O)n(C)c1=O	-2.6	-9.5	12.7	1.2	-0.6	1.9	0.1	-0.2	1.2
COCCn1c(=NC(=O)/C=C/c2ccccc2)sc2cc(NC(C)=O)ccc21	9.7	99.9*	-3.2	1.1	-1.6	4.4	0.5	-0.1	-4.1
Cc1cccc(Nc2nnc(SCC(=O)NC3CCCc4ccccc43)s2)c1C (centres undefined)	0.4	36.8	-2.6	5.0	2.8	6.5	0.3	-0.1	-2.4
O=c1c2cccc3c2c(nn1-c1ccccc1)-c1ccccc1-3	-3.8	46.0	-5.2	-1.3	-2.6	4.6	0.5	-0.6	-1.9
O=C(CC(NS(=O)(=O)c1ccc(Cl)cc1)c1ccco1)NCc1cccnc1 (centres undefined)	-3.9	9.3	-3.4	0.4	-1.2	1.0	-0.4	1.3	0.3
O=C(c1cccc(S(=O)(=O)N2CCOCC2)c1)N(CCO)Cc1ccccc1	8.4	-7.9	-5.5	-1.0	-2.0	-2.2	0.2	0.7	-0.2
Cc1cccc(NS(=O)(=O)c2cc(C(=O)OCC(=O)Nc3cc(C)on3)ccc2C)c1	-10.3	1.6	-4.9	-1.8	-3.0	-2.5	-1.5	2.6	0.0
O=C1Nc2cc(C(=O)N3CCc4ccccc4C3)ccc2S/C1=C\c1ccccc1	4.2	56.1	-10.0	-3.5	5.0	7.1	0.1	0.0	0.2
C/C(=N\NC(=O)c1cccc(C)c1)c1ccc(N2CCOCC2)cc1	31.9	15.9	-9.7	-0.6	1.7	2.9	0.6	0.1	1.9
O=C(NC(=S)NCCCN1CCOCC1)c1ccc([N+](=O)[O-])cc1	9.3	21.5	3.8	-0.8	-0.5	-0.1	0.9	0.3	0.8
COc1cc(CNCc2ccc(OC)c(OC)c2OC)cc(OC)c1	23.1	8.3	-2.6	-4.3	2.8	4.0	1.4	2.9	-1.9
Cc1cc(N2C(=O)C3C4C=CC(C4)C3C2=O)ccc1NC(=O)c1cccs1 (centres undefined)	9.5	0.6	-2.2	-2.9	-2.8	-0.4	1.2	0.5	-0.1
COc1ccc(C(C)(C)C)cc1NC(=O)COC(=O)c1cnc(C)cn1	-5.6	-11.3	-5.4	-1.1	-4.1	1.5	0.8	0.2	1.3
O=C(NCC1CCCO1)c1csc2c1CCCCC2 (centres undefined)	8.6	7.8	2.6	0.6	-2.4	1.2	-0.3	-0.5	-0.1
Cn1c(SCc2ccccc2[N+](=O)[O-])nnc1-c1cccnc1	-2.3	6.8	-5.4	0.0	1.3	4.7	0.2	-0.2	0.2
CCn1c(O)c(/C=N/N=C2CCCCC2)c2cc(C3=NNC(=O)CC3)ccc21	15.3	13.2	2.2	1.4	6.5	-3.8	1.2	0.4	-9.8
O=C(NCCCN1CCOCC1)c1cc2ccccc2o1	-11.7	32.8	1.7	1.4	-0.9	-0.7	1.0	1.2	0.7
O=[N+]([O-])c1ccc(Sc2ncccn2)c([N+](=O)[O-])c1	2.0	-54.3	1.2	0.2	5.7	-0.8	-0.2	-2.0	-24.3
Cc1onc(-c2ccccc2Cl)c1C(=O)Nc1c(C)n(C)n(-c2ccccc2)c1=O	0.7	-75.6	3.0	-0.3	-2.4	-4.5	0.2	-1.1	0.3
CCCOC(=O)c1ccc(Oc2c(-c3ccc(OCC)cc3O)n[nH]c2C)cc1	35.4	113.5*	-15.2	-0.8	7.1	7.2	-0.4	-0.3	1.4
CC1(C)CC(=O)c2sc(NS(=O)(=O)Cc3ccccc3)nc2C1	9.8	-6.0	-8.0	-2.0	-1.3	1.4	1.0	0.4	-0.1

An excerpt of the results above, as a working copy:
canonical_smiles	PPC-1+TRAIL kill	CHOP inhibitor	RBBP9 inh	Wee1 stabilizer	Ba/F3 V617F tox	BaF3 parental	TRPML3 agonist	zfTRPN1 agonist	TNF death inh
CCCOC(=O)c1ccc(Oc2c(-c3ccc(OCC)cc3O)n[nH]c2C)cc1	35.4	113.5*	-15.2	-0.8	7.1	7.2	-0.4	-0.3	1.4
CC1(C)CC(=O)c2sc(NS(=O)(=O)Cc3ccccc3)nc2C1	9.8	-6.0	-8.0	-2.0	-1.3	1.4	1.0	0.4	-0.1

(list continues)
canonical_smiles	PPC-1+TRAIL kill	CHOP inhibitor	RBBP9 inh	Wee1 stabilizer	Ba/F3 V617F tox	BaF3 parental	TRPML3 agonist	zfTRPN1 agonist	TNF death inh
CCNc1nc(-c2ccc(OC(F)F)cc2)c(C)s1	17.9	-1.5	0.8	-0.3	-1.5	0.5	-0.3	-2.5	1.9
COc1ccc(C)cc1NC(=O)CN1CCN(S(=O)(=O)c2ccc(Br)cc2)CC1	4.0	19.7	4.3	1.4	-0.1	3.4	0.5	1.3	-0.4
Cc1cc(NC(=O)c2cc(F)c(F)cc2Cl)no1	22.3	34.8	-6.0	1.1	-0.6	5.8	1.0	0.6	0.6
COc1ccc(-c2cc(C(F)(F)F)nc(SCCC(=O)Nc3cc(C)on3)n2)cc1	32.4	27.9	-7.0	0.3	3.4	3.3	0.8	0.4	1.4
CCCCCC(=O)NC(Cc1ccc(OC)c([N+](=O)[O-])c1)C(=O)O (centres undefined)	2.5	26.0	2.7	-0.2	-3.8	-2.4	-0.1	-0.2	0.3
CCOc1cccc(NC(=O)c2cnccc2C(F)(F)F)c1	0.9	5.3	-5.5	3.3	-4.4	5.2	1.1	1.2	6.6
CN1CCN(NC(=O)c2cc(-c3cccc(Cl)c3)nc3ccccc23)CC1	20.5	7.5	-4.2	0.5	-1.1	6.8	2.6	3.8	6.6
O=[N+]([O-])c1cc(-c2ccc(C(=S)N3CCOCC3)o2)ccc1Cl	18.8	-14.3	1.4	0.4	2.7	3.7	1.3	1.2	-4.1
CC(=O)c1ccc(NC(=O)c2noc(C(C)C)c2[N+](=O)[O-])cc1	-3.0	-7.8	-1.2	8.8	3.6	10.3	0.1	1.5	-1.2
CCOC(=O)c1cnc(-c2ccccc2)nc1Oc1cccc(Cl)c1	-14.7	33.8	-3.7	-0.8	-2.9	5.2	0.8	0.4	-1.5

The order is random; any-hit rate near 6.8%.
